PglD inh: blocks C. jejuni PglD acetyltransferase activity | purified PglD enzyme, DTNB colorimetric CoA detection | inhibition, % at 12.5 µM | 360,000 tested, 0.098% active | AID 602405; in the data active = inhibition above about 16%, passing the limit was not always enough; also: strong numbers were not always called active
CFTR F508del cor: CFTR F508del correction in bronchial cells | AID 720511 | 350,000 tested, 0.36% active | activity (quench increase), % at 7.58 µM | CFBE cells, YFP halide quenching; stimulated with forskolin plus potentiator P3; % fluorescence drop versus neutral controls;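 active = mean added fluorescence quench of at least 8% versus neutral control, with both replicates also reaching 8%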;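 also: cells transiently co-express mutant CFTR-F508del with the halide-sensitive YFP; corrector assay measuring rescue of mutant channel to the surface after 24 h compound exposure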
PGC1a acetyl inh: modulators of PGC1a acetylation. U2OS PGC1a acetylation, AlphaScreen anti-acetyl-lysine; with virally co-expressed GCN5 acetyltransferase. inhibition, % at 15.6 µM. 350,000 tested, 0.17% active;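 active = every replicate shows inhibition of at least 40%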;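 also: 0% = neutral control wells and 100% = positive control wells; some results beyond the cut were filed as inactive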
Cneo AK release: Cryptococcus neoformans lysis via adenylate kinase release. C. neoformans lysis, adenylate kinase release luminescence, 4 h; normalised: neutral wells 0, clomiphene wells 100. lysis activity, % at 15 µM. 360,000 tested, 0.2% active. AID 651654;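 active = mean lysis activity across replicates of at least 80%, whatever share of replicates individually reach that level; inactive = mean lysis activity below 80%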
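Signal: Adenylate kinase release luminescence | Assay system: Log-phase Cryptococcus neoformans yeast cells | Input: Cells at 5 × 10^6 per mL | Buffer or medium: Fresh YPD growth medium | Compound: Single dose | Schedule: Static 4 h at 37 °C with compound, 1 h detection | Controls: Clomiphene | Read-out: Luminescence rise reflecting yeast cell lysis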
miR122 inh: miR-122 inhibition in Huh7 cells; Huh7 miR-122 Renilla luciferase sensor, 48 h; neutral wells = 0, positive control = 100; activation (reporter increase), % at 12.5 µM; 340,000 tested, 0.3% active;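 active = mean replicate activation score at least 90 and every replicate individually at or above 90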;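 also: higher luciferase means less miR-122 activity so hits act as miR-122 inhibitors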
GSIS activator: primary screen for activators of insulin secretion dependent on glucose, INS-1E cells, GLuc reporter luminescence; AID 743287; INS-1E GLuc reporter insulin secretion, 2-3 h; 370,000 tested, 0.61% active; activation, % at 16.6 µM;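 active = lowest replicate activation of at least 40%, so every replicate reaches that level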;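 also: 0% = median of neutral control wells and 100% = median of IBMX positive control wells; some compounds called inactive have numbers as strong as hits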
FN deposit inh: fibronectin deposition inhibition; AH1F fibroblasts, Alexa488-fibronectin deposition fluorescence, overnight; inhibition, % at 12.6 µM; 350,000 tested, 0.086% active;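 active = mean inhibition across replicates of 30% or more, regardless of how many single replicates reach that level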;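 also: positive control wells lacked labelled fibronectin entirely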
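Material: AH1F fibroblast monolayer depositing Alexa488-labelled fibronectin into matrix | Input: 10000 AH1F cells/well | Medium: DMEM plus 2% serum, read in PBS | Reagent: Alexa488-fibronectin, 24 nM final in well | Compound dosing: One dose per compound, pinned | Schedule: 1 h adhesion, overnight exposure | Measured by: Fluorescence at 485 nm excitation, 525 nm emission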
C2C12 statin: suppression of simvastatin myotoxicity; C2C12 myotubes + simvastatin, ATP luminescence, 48 h; scaled: DMSO 0, geranylgeraniol control 100; rescue of ATP level, % at 7.49 µM; 330,000 tested, 0.78% active;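 active = mean ATP rescue above about 67%, or every replicate alone reaching that limit, limit read from the data, passing the limit was not always enough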;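 also: myotubes were challenged with 10 µM simvastatin during compound exposure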
The depositor's hits bear a star; / = not tested or not shown. This is a subset. The share of hits here may be higher or lower than overall.

SMILES	CFTR F508del cor	C2C12 statin	FN deposit inh	PGC1a acetyl inh	miR122 inh	GSIS activator	PglD inh	Cneo AK release
CCC(C)NC(=O)CCS(=O)(=O)c1ccc(Br)s1 (centres undefined)	/	/	/	-6	-2	13	/	/
COc1cccc(NC(=O)CNC(=O)c2ccc(F)cc2)c1	/	/	/	0	-2	0	/	/
Cc1cc(=O)oc(C)c1C(=O)OCC(=O)c1ccc(Cl)cc1	/	/	/	-10	-6	24	/	/
COCCn1c(SCC(=O)NC(=O)NC(C)C)nc2ccccc21	/	/	/	3	-7	7	/	/
O=c1cc(CSc2ccc(Cl)cc2)nc(-c2ccncc2)[nH]1	/	/	/	-3	3	5	/	/
O=C(CN1CCN(c2ccccn2)CC1)Nc1cc(C(F)(F)F)ccc1Cl	/	/	/	-1	-6	-27	/	/
COc1ccc(Oc2c(Cl)cnn(-c3ccc(C)cc3)c2=O)cc1	/	/	/	-8	1	-3	/	/
Brc1ccc(-c2cn3ccccc3n2)s1	/	/	/	-24	5	18	/	/
CC(C)n1c(SCC(N)=O)nc2c1c(=O)[nH]c(=O)n2C	/	/	/	10	-3	16	/	/
O=C(NCCc1ccccc1)c1ccc(=O)[nH]c1	/	/	/	10	-2	25	/	/
COc1c(C(C)C)cc(NC(C)=O)cc1C(C)C	/	/	/	-1	1	-12	/	/
O=C(Cc1ccccc1)N[C@@H](Cc1ccccc1)c1nc2ccccc2[nH]1	/	/	/	-1	-7	-20	/	/
C#CCOC(=O)C(NC(=O)c1ccccc1)=C(C)C	/	/	/	-8	-1	17	/	/
COC(=O)c1ccccc1NC(=O)c1c(Br)cnn1C	/	/	/	-6	14	35	/	/
Cc1cc(/C=C(\C#N)C(=O)OCC(=O)NC(=O)NC(C)(C)C)c(C)n1CCC(C)C	/	/	/	-13	7	-22	/	/
Clc1cccc(-c2ccnc3nc(-n4cccc4)nn23)c1	/	/	/	-13	6	1	/	/
Fc1ccc(-c2nnc(SCc3cccnc3)o2)cc1	/	/	/	-15	3	1	/	/
CC(=O)c1c(C)[nH]c(C(=O)COc2ccc(C#N)cc2)c1C	/	/	/	-4	10	9	/	/
Cc1ccc(S(=O)(=O)N(C)C)cc1NC(=S)NC(C)CCCC(C)C (centres undefined)	/	/	/	/	/	-34	3	7
CCc1cccc(CC)c1NC(=O)c1ccccc1CCc1ccccc1	/	/	/	/	/	4	-4	-2

Carrying on:
SMILES	CFTR F508del cor	C2C12 statin	FN deposit inh	PGC1a acetyl inh	miR122 inh	GSIS activator	PglD inh	Cneo AK release
CC(C)Cc1nc(Cl)c(C#N)c2c1CCCC2	/	/	/	/	/	0	3	-3
O=C(O)CCCCCCC(=O)NOCc1ccccc1	-2.9	/	/	10	/	/	/	7
COC(=O)c1cn(C[C@H](Cc2ccccc2)NC(=O)c2ccccc2)nn1	-2.1	/	/	-1	/	/	/	1
CCOC(=O)c1ccc(NC(=O)O[C@H]2[C@H](OC(=O)Nc3ccc4c(c3)OCO4)[C@@H](OC(=O)Nc3ccc4c(c3)OCO4)[C@@H](OC)O[C@@H]2CO)cc1	-1.8	/	/	4	/	/	/	-1
Nc1ccccc1-c1cn(CC(=O)Nc2ccon2)nn1	0.2	/	/	-3	/	/	/	16
CCOC(=O)[C@@H]1[C@@H]2C=C[C@]3(O2)[C@H](C(=O)NCc2ccccc2)N(CCCCCCO)C(=O)[C@@H]13	10*	/	/	11	/	/	/	51
CCOC(=O)[C@H]1[C@@H]2C(=O)N3CCC[C@H]3[C@H](O[Si](C(C)C)(C(C)C)C(C)C)[C@H]2C=C2CCN(S(=O)(=O)c3ccc(C)cc3)C[C@H]21	7.0	/	/	-16	/	/	/	5
O=C1[C@@H]2[C@@H](CC(COc3ccccc3)=C3[C@@H](c4ccccc4)OB(O)C[C@@H]32)C(=O)N1Cc1ccccc1	2.5	/	/	-12	/	/	/	-8
COC(=O)[C@H](Cc1ccccc1)N1C(=O)O[C@@H](Cc2ccccc2)[C@H]1/C=C/C1CC1	0.5	/	/	-29	/	/	/	5
CO[C@H]1O[C@H](CO)[C@@H](OC(=O)Nc2ccccc2-c2ccccc2)[C@H](OC(=O)Nc2ccccc2-c2ccccc2)[C@@H]1OC(=O)Nc1ccccc1-c1ccccc1	-3.5	/	/	-19	/	/	/	-6
O=C1C=CCCN1C(=O)/C=C/c1ccccc1Cl	-3.3	/	/	73*	/	/	/	-13
CC(=O)[C@]12O[C@@]3(COC[C@H](c4ccccc4)N3C1=O)[C@H]1C(=O)N(c3ccccc3)C(=O)[C@H]12	-0.8	/	/	4	/	/	/	-2
CC(C)(C)OC(=O)COc1cccc(C(=O)CCN2CCOCC2)c1	-0.9	/	/	-21	/	/	/	-23
C#CCNC(=O)C1=C[C@H](c2ccc(C#C)cc2)C[C@H](OCCCCO)O1	2.0	/	/	1	/	/	/	-5
CCc1cccc(NC(=O)O[C@H]2[C@H](OC(=O)Nc3ccccc3-c3ccccc3)[C@H](OC(=O)Nc3ccccc3-c3ccccc3)[C@@H](OC)O[C@@H]2CO)c1	2.5	/	/	-3	/	/	/	-2
O=C1[C@@H]2[C@@H](CC(COc3ccccc3)=C([C@H](O)c3ccccc3)[C@@H]2CO)C(=O)N1Cc1ccccc1	2.1	/	/	10	/	/	/	-2
Cc1ccc(S(=O)(=O)N[C@H](C(=O)NCCN=[N+]=[N-])C(C)C)cc1	2.3	/	/	-1	/	/	/	-1
COC(=O)c1c2oc(c1C(=O)OC)C(=O)N[C@@H](Cc1ccccc1)Cn1cc(nn1)[C@@H](Cc1ccccc1)NC(=O)N[C@@H](CO)CC2	-2.0	/	/	0	/	/	/	0
O=C(C1=C[C@H](C2CCCCC2)C[C@H](OCc2ccc(CO)cc2)O1)N1CCCC1	-2.9	/	/	-14	/	/	/	6
Cn1cc(C[C@@H](N)C(=O)O)c2ccccc21	-1.9	/	/	2	/	/	/	4

Remaining list, next part.
SMILES	CFTR F508del cor	C2C12 statin	FN deposit inh	PGC1a acetyl inh	miR122 inh	GSIS activator	PglD inh	Cneo AK release
COC(=O)C(CC#Cc1ccc2c(c1)[C@]1(C(=O)N2)[C@H](c2ccc(OCCO)cc2)N2[C@H](c3ccccc3)[C@H](c3ccccc3)OC(=O)[C@H]2[C@@H]1C(=O)Nc1nc2ccccc2s1)C(=O)OC	1.9	/	/	7	/	/	/	9
COc1ccc(OC)c(NC(=O)CN=[N+]=[N-])c1	-1.1	/	/	2	/	/	/	0
CCOC(=O)C1=CC[C@@H](c2ccc3ccccc3n2)[C@@H]1C(=O)c1ccccc1	-0.2	/	/	-14	/	/	/	-1
COc1ccc(S(=O)(=O)Nc2cccc3c2O[C@@H](CN(C)S(=O)(=O)c2ccc(OC)cc2)[C@H](C)CN([C@@H](C)CO)C3=O)cc1	-0.8	/	/	-4	/	/	/	0
C=CCOC(=O)[C@H]1[C@@H]2C(=O)O[C@@H](c3ccccc3)[C@@H](c3ccccc3)N2[C@@H](c2ccc(OCCOC(=O)[C@H]3C[C@H]4C(=O)N[C@@H](CC(C)C)C(=O)N4[C@H]3c3ccc(O)cc3)cc2)[C@]12C(=O)Nc1ccccc12	1.3	/	/	-15	/	/	/	-15
COc1ccc([Si](C)(C)[C@H]2[C@H](CCO)O[C@@]3(C(=O)N(Cc4cccc(N5CCOC5=O)c4)c4ccccc43)[C@@H]2C)cc1	-3.1	/	/	-12	/	/	/	-14
CCCNC(=O)Cc1ccc(N)cc1	0.0	/	/	9	/	/	/	2
COc1ccc(COC[C@]23NC(=S)N(C(=O)c4ccccc4)[C@H](c4ccccc4O2)[C@H]3CO[Si](C)(C)C(C)(C)C)cc1	-1.6	/	/	2	/	/	/	-4
C=CCOC(=O)C(=O)/C=C/c1ccc(OC)cc1	-1.9	/	/	-8	/	/	/	0
O=C(NCc1nc2ccccc2[nH]1)C1=C[C@@H](c2ccc3c(c2)OCO3)C[C@@H](OCCCCO)O1	0.3	/	/	2	/	/	/	0
COc1cc(O)c2c(c1)oc(=O)c1c3cc(O)c(O)cc3oc21	2.5	/	/	6	/	/	/	1
COc1cc(OC)c(CNS(=O)(=O)c2ccc(Br)cc2)c(OC)c1	-0.3	/	/	-11	/	/	/	6
COC(=O)c1c(CC[C@@H](CO)NC(=O)N[C@H](Cn2cc(-c3cncn3C)nn2)C(C)C)oc(C(C)=O)c1C(=O)OC	-0.1	/	/	-4	/	/	/	-1
COc1ccc(NC(=O)O[C@H]2[C@H](OC(=O)Nc3ccc4c(c3)OCO4)[C@H](OC(=O)Nc3ccc4c(c3)OCO4)[C@@H](OC)O[C@@H]2CO)cc1	-2.2	/	/	3	/	/	/	2
C#CCN([C@H](/C=C/C1CC1)[C@@H](O)Cc1ccccc1)[C@@H](Cc1ccccc1)C(=O)OC	3.0	/	/	-48	/	/	/	-34
C#CCNC(=O)C1=C[C@@H](C(C)(C)C)[C@H](CCCO)[C@@H](OCC)O1	-5.4	/	/	4	/	/	/	1
COC(=O)C(NC(C)=O)(Nc1cccc(C)n1)C(F)(F)F (centres undefined)	1.4	-2	0	/	/	/	/	/
O=c1cc(C(F)(F)F)[nH]c2c(OC(F)(F)F)cccc12	-0.3	-3	1	/	/	/	/	/
COC(=O)[C@H](Cc1c[nH]c2ccccc12)NC(=O)Nc1ccccc1OC	2.2	3	4	/	/	/	/	/
O=c1ccccn1CCOc1ccc(Cl)cc1	-1.8	-2	-10	/	/	/	/	/

(next part)
SMILES	CFTR F508del cor	C2C12 statin	FN deposit inh	PGC1a acetyl inh	miR122 inh	GSIS activator	PglD inh	Cneo AK release
S=c1nc(-c2ccccc2)[nH]c2ccc(Br)cc12	-2.2	-6	2	/	/	/	/	/
Cc1cc(C)n(-c2ccc3nnc(C)n3n2)n1	0.2	4	-6	/	/	/	/	/
CCOc1ccc(-n2c(=O)c3ccccc3c3ccccc3c2=O)cc1	0.6	-5	0	/	/	/	/	/
Cc1ccc(-c2nnc(N3CCN(C(=O)COc4cccc(C)c4)CC3)c3ccccc23)cc1	0.1	30	1	/	/	/	/	/
Cc1ccc(C(=O)N/N=C\c2ccccn2)cn1	1.8	-3	1	/	/	/	/	/
COc1ccc(-c2cc(C(=O)Nc3cc(S(N)(=O)=O)ccc3C)c3ccccc3n2)cc1OC	-0.1	5	-6	/	/	/	/	/

A draw from above in order of molecular weight, falling:
SMILES	CFTR F508del cor	C2C12 statin	FN deposit inh	PGC1a acetyl inh	miR122 inh	GSIS activator	PglD inh	Cneo AK release
Cc1ccc(-c2nnc(N3CCN(C(=O)COc4cccc(C)c4)CC3)c3ccccc23)cc1	0.1	30	1	/	/	/	/	/
COC(=O)[C@H](Cc1c[nH]c2ccccc12)NC(=O)Nc1ccccc1OC	2.2	3	4	/	/	/	/	/
S=c1nc(-c2ccccc2)[nH]c2ccc(Br)cc12	-2.2	-6	2	/	/	/	/	/
O=c1ccccn1CCOc1ccc(Cl)cc1	-1.8	-2	-10	/	/	/	/	/
Cc1ccc(C(=O)N/N=C\c2ccccn2)cn1	1.8	-3	1	/	/	/	/	/
Cc1cc(C)n(-c2ccc3nnc(C)n3n2)n1	0.2	4	-6	/	/	/	/	/
